Screens: PubChem, several laboratories
West Nile virus CPE: West Nile virus antiviral activity, cell-based, CPE readout (AID 1621). West Nile virus-infected cells, CPE inhibition; higher % means a stronger effect. one-dose CPE inhibition, % at 10 µM; IC50 in µM for titrated hits. 0.02% of 290,000 active; in the data active means a potency from the dose series; inconclusive means CPE inhibition mostly from about 3.7% at the one dose, without a potency; inactive means the rest, 99 in 100 with CPE inhibition below about 2.2%; further: strong numbers were not always called active
WT yeast gro inh: growth inhibition of WT yeast, mitochondrial fusion screen; mitochondrial fusion phenotypic screen, WT strain; inhibition, % at 10 µM; 2.1% of 190,000 active; in the data active means inhibition above about 58%; tested in S. cerevisiae
Dengue-2 NS5 capping: Dengue-2 NS5 methyltransferase inhibitors, primary screen, biochemical, confirmation dose response (AID 588689); Dengue-2 NS5 methyltransferase capping enzyme assay, biochemical; higher % means a stronger effect; inhibition, % at 25 µM; hits with a dose series show IC50 in µM; 0.3% of 340,000 active; in the data active means a potency from the dose series; inconclusive means inhibition above about 29% without an active follow-up result
ER stress rescue: protection against thapsigargin-triggered cell killing – 384-well, CSM14.1, ATP luminescence, primary screen (AID 1222); CSM14.1 thapsigargin-induced death rescue, ATP luminescence; higher % means a stronger effect; cellular ATP content (survival), % at 20 µM, or EC50 in µM where a hit was titrated; 190,000 tested, under 10 active;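 active means EC50 below 50 µM in the dose-response confirmation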;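 further: death triggered by thapsigargin at about 15 µM added after 2 h compound pretreatment; cell ATP read after overnight thapsigargin exposure of roughly 18 to 22 hours; normalized against plate controls of thapsigargin alone and 5% DMSO vehicle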
Yfh1-depleted yeast: enhancers of respiration in Yfh1-depleted yeast, dose response, Friedreich's ataxia, plus single-dose screen (AID 1465); 0.074% of 220,000 active; one-dose fold induction at 50 µM; EC50 in µM for titrated hits; S. cerevisiae Yfh1-off respiration, WST-1 reduction, 72 h; higher fold induction means a stronger effect;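 active means fold induction of absorbance versus untreated yeast above a set limit, then at least 30% activation at any dose in follow-up; inconclusive means repeats straddling the limit, or above it without dose testing; inactive means fold induction below the set limit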;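 further: activators that raise dye reduction in frataxin-depleted yeast; strong numbers were not always called active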
RSV antiviral HEp-2: inhibition of RSV-induced cytopathic effect – HEp-2 cells, primary 10 µM value included (AID 2391) | CPE inhibition, % at 10 µM, or IC50 in µM where a hit was titrated | HEp-2 cells, RSV-induced CPE inhibition; higher % means a stronger effect | 0.13% of 310,000 active; in the data active means a potency from the dose series; inconclusive means CPE inhibition mostly from about 23% at the one dose, without a potency; inactive means the rest, 99 in 100 with CPE inhibition below about 21%; further: strong numbers were not always called active
XIAP antagonists: small molecules displacing peptide from XIAP – biochemical, IAP family, fluorescence polarization (AID 1018); displacement, % at 20 µM, or IC50 in µM where a hit was titrated; XIAP BIR domain, fluorescence polarization peptide displacement; higher % means a stronger effect; 0.007% of 200,000 active; in the data active means displacement above about 50%; further: a part of the inactive calls stands beside numbers as strong as those of hits
K1F lysis inhibition: protection from phage-mediated lysis, alamar blue read-out – E. coli UTI89, K1F phage, bacterial capsule biogenesis inhibitors (AID 488966); 0.02% of 340,000 active; one-dose inhibition, % at 100 µM; IC50 in µM for titrated hits; E. coli UTI89 K1F phage lysis, alamar blue, 2 h; higher % means a stronger effect;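 active means phage lysis inhibition, versus mean bacterial control, above a set limit; inconclusive means no clear call, values can overlap the other calls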;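 further: capsule biogenesis inhibitors block K1F phage lysis so surviving cells raise fluorescence; higher fluorescence means more inhibition of phage lysis; actives were called in the ten point dose series up to 300 µM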
Large T inhibition: TAg ATPase/helicase activity blockers – biochemical (AID 1903); SV40 large T antigen ATPase/helicase inhibition assay; higher % means a stronger effect; 0.39% of 310,000 active; one-dose inhibition, % at 20 µM; IC50 in µM for titrated hits; in the data active means a potency from the dose series; inconclusive means inhibition mostly from about 32% at the one dose, without a potency; inactive means the rest, 99 in 100 with inhibition below about 32%; further: strong numbers were not always called active
WT yeast gro inh mutant strain: recorded beside WT yeast gro inh, whose call it bears; inhibition, %; mitochondrial fusion phenotypic screen, mutant strain inhibition
* marks the source's active call; other numbers are inactive results. Not a hit list (roughly 2.2% active in at least one column).

`CCCc1nn(C(=O)c2ccccc2)c2c1C(=O)CC(C)(C)C2` gave West Nile virus CPE 0.3%, WT yeast gro inh -24, Dengue-2 NS5 capping -10%, ER stress rescue -0.5%, Yfh1-depleted yeast inactive, RSV antiviral HEp-2 1.0%, XIAP antagonists -2.5%, K1F lysis inhibition -2.5%, Large T inhibition 7% and WT yeast gro inh mutant strain -8.
Screening Cc1noc(NS(=O)(=O)c2ccc(N/C=C\C(=O)c3ccc4c(c3)OCO4)cc2)c1C returned West Nile virus CPE -0.1%, WT yeast gro inh 56, Dengue-2 NS5 capping 1%, ER stress rescue -0.7%, Yfh1-depleted yeast inactive, RSV antiviral HEp-2 5.9%, XIAP antagonists -2.8%, K1F lysis inhibition 1.0%, Large T inhibition 3% and WT yeast gro inh mutant strain -10.
For CC(C)Cn1c(=O)c2c(nc3n2CC(C)CN3Cc2ccccc2)n(C)c1=O (stereo not drawn) the results were West Nile virus CPE -0.1%, Dengue-2 NS5 capping -7%, RSV antiviral HEp-2 1.5%, K1F lysis inhibition -0.2% and Large T inhibition 10%.
`COc1ccc(C(=O)Nc2cccc(NC(C)=O)c2)cc1OC` gave West Nile virus CPE -0.4%, WT yeast gro inh -8, Dengue-2 NS5 capping 1%, ER stress rescue -2.9%, Yfh1-depleted yeast inactive, RSV antiviral HEp-2 -0.2%, XIAP antagonists 1.3%, K1F lysis inhibition 0.0%, Large T inhibition 7% and WT yeast gro inh mutant strain -12.
For COc1cccc(C(=O)NCC(=O)N/N=C/c2cccc(OC(=O)c3ccc([N+](=O)[O-])cc3)c2)c1 the results were West Nile virus CPE 0.1%, WT yeast gro inh -18, Dengue-2 NS5 capping -3%, ER stress rescue 1.7%, Yfh1-depleted yeast inactive, RSV antiviral HEp-2 0.2%, XIAP antagonists -2.5%, K1F lysis inhibition 0.7%, Large T inhibition 4% and WT yeast gro inh mutant strain -4.
Screening COCCSc1ccccc1C(=O)Nc1ccc(Cl)cc1 returned West Nile virus CPE -0.5%, WT yeast gro inh -5, Dengue-2 NS5 capping -9%, ER stress rescue -1.0%, Yfh1-depleted yeast inactive, RSV antiviral HEp-2 0.9%, XIAP antagonists 0.5%, K1F lysis inhibition -1.3%, Large T inhibition 1% and WT yeast gro inh mutant strain 4.
Screening CCOc1ccc(NC(=O)Cn2nnc(-c3ccccc3NC(=O)C3CC3)n2)cc1 returned West Nile virus CPE 1.0%, WT yeast gro inh 4, Dengue-2 NS5 capping 0%, ER stress rescue 1.0%, Yfh1-depleted yeast inactive, RSV antiviral HEp-2 0.6%, XIAP antagonists -3.9%, K1F lysis inhibition 4.0%, Large T inhibition 8% and WT yeast gro inh mutant strain 10.
For COc1ccc(C(=O)NCC(=O)OCC(=O)NC2CCCC2)cc1 the results were West Nile virus CPE 0.5%, WT yeast gro inh 0, Dengue-2 NS5 capping -3%, ER stress rescue -0.7%, Yfh1-depleted yeast inactive, RSV antiviral HEp-2 0.3%, XIAP antagonists -1.5%, K1F lysis inhibition 0.1%, Large T inhibition -2% and WT yeast gro inh mutant strain -3.
Screening CCOC(=O)c1c(S(=O)(=O)NCCCc2ccco2)c(C)n(C)c1C returned West Nile virus CPE -0.4%, Dengue-2 NS5 capping 3%, RSV antiviral HEp-2 0.5%, K1F lysis inhibition 0.2% and Large T inhibition 13%.
For Cc1cccc(C)c1NC1=NCCCCC1 the results were West Nile virus CPE 0.5%, WT yeast gro inh -5, Dengue-2 NS5 capping -4%, ER stress rescue 0.3%, Yfh1-depleted yeast inactive, RSV antiviral HEp-2 1.6%, XIAP antagonists -13%, K1F lysis inhibition 1.1%, Large T inhibition 2% and WT yeast gro inh mutant strain 7.
For Cc1ccc(C(=O)N/N=C\c2cccs2)cn1 the results were West Nile virus CPE 0.4%, WT yeast gro inh 6, Dengue-2 NS5 capping -5%, ER stress rescue 0.9%, Yfh1-depleted yeast inactive, RSV antiviral HEp-2 0.5%, XIAP antagonists 1.0%, K1F lysis inhibition -0.2%, Large T inhibition 8% and WT yeast gro inh mutant strain -10.
COc1ccc(C)cc1-n1c(=O)c2ccccc2c2ccccc2c1=O was read as West Nile virus CPE inconclusive, WT yeast gro inh 0, Dengue-2 NS5 capping 4%, Yfh1-depleted yeast inactive, XIAP antagonists -7.0%, K1F lysis inhibition 1.1%, Large T inhibition -1% and WT yeast gro inh mutant strain -11.
Screening COc1ccc(CCC(=O)NNC(=O)c2ccc(F)cc2)cc1 returned West Nile virus CPE -0.7%, Dengue-2 NS5 capping -3%, RSV antiviral HEp-2 0.9%, K1F lysis inhibition 0.4% and Large T inhibition 6%.
Screening COc1cccc(CN(C)C(=O)c2cc(-c3ccc(OC)c(OC)c3)nc3ccccc23)c1 returned West Nile virus CPE 0.1%, Dengue-2 NS5 capping -6%, RSV antiviral HEp-2 1.6%, K1F lysis inhibition 0.0% and Large T inhibition 10%.
O=C(/C=C/c1ccc(Cl)cc1)N(Cc1ccccc1)C1CCS(=O)(=O)C1 (stereo not drawn) was read as West Nile virus CPE -1.2%, WT yeast gro inh 12, Dengue-2 NS5 capping -10%, ER stress rescue -2.1%, Yfh1-depleted yeast inactive, RSV antiviral HEp-2 1.3%, XIAP antagonists -8.0%, K1F lysis inhibition -0.9%, Large T inhibition 19% and WT yeast gro inh mutant strain 4.
O=c1cc(CO)oc(C(Nc2ccccn2)c2ccc(F)cc2)c1O (stereo not drawn) was read as West Nile virus CPE 0.7%, WT yeast gro inh -7, Dengue-2 NS5 capping 18%, ER stress rescue -1.8%, Yfh1-depleted yeast inactive, RSV antiviral HEp-2 1.2%, XIAP antagonists -1.3%, K1F lysis inhibition 0.0%, Large T inhibition 5% and WT yeast gro inh mutant strain 4.
COc1cccc(-c2cc(C(=O)NCCc3ccccc3)no2)c1 was read as West Nile virus CPE -0.2%, WT yeast gro inh 1, Dengue-2 NS5 capping 2%, ER stress rescue -0.8%, Yfh1-depleted yeast inactive, RSV antiviral HEp-2 0.5%, XIAP antagonists -2.9%, K1F lysis inhibition 0.3%, Large T inhibition 10% and WT yeast gro inh mutant strain -11.
`CS(=O)(=O)N1CCC(C(=O)Nc2ccc(C(N)=O)cc2)CC1` gave West Nile virus CPE -0.1%, Dengue-2 NS5 capping -9%, RSV antiviral HEp-2 0.4%, K1F lysis inhibition 0.3% and Large T inhibition 29%.
For COCc1cc(C)nc(SCC(=O)Nc2ccc3c(c2)n(C)c(=O)n3C)c1C#N the results were West Nile virus CPE 0.5%, Dengue-2 NS5 capping -8%, RSV antiviral HEp-2 1.2%, K1F lysis inhibition -0.2% and Large T inhibition 8%.
O=C(Cc1ccc(Br)cc1)c1ccc(O)cc1O was read as West Nile virus CPE 0.1%, WT yeast gro inh 8, Dengue-2 NS5 capping -5%, ER stress rescue -3.1%, Yfh1-depleted yeast inactive, RSV antiviral HEp-2 3.8%, XIAP antagonists -8.6%, K1F lysis inhibition -0.8%, Large T inhibition 11% and WT yeast gro inh mutant strain -14.
For COc1cc(OC)cc(C(=O)NCC(=O)OCC(=O)NC(C)(C)C)c1 the results were West Nile virus CPE -0.5%, WT yeast gro inh 7, Dengue-2 NS5 capping 1%, ER stress rescue -2.3%, Yfh1-depleted yeast inactive, RSV antiviral HEp-2 1.3%, XIAP antagonists -3.6%, K1F lysis inhibition 1.9%, Large T inhibition 9% and WT yeast gro inh mutant strain -4.
CCOC(=O)c1cc2c(ccn2C)n1CC(=O)N1CCN(c2ccccc2OC)CC1 was read as West Nile virus CPE -0.7%, WT yeast gro inh -2, ER stress rescue 0.3%, Yfh1-depleted yeast inactive, XIAP antagonists -2.3%, Large T inhibition 3% and WT yeast gro inh mutant strain 2.
Screening COc1ccc(OC(C)C(=O)Nc2ccc(F)cc2F)cc1 (stereo not drawn) returned West Nile virus CPE -0.1%, WT yeast gro inh 2, Dengue-2 NS5 capping 1%, ER stress rescue -0.5%, Yfh1-depleted yeast inactive, RSV antiviral HEp-2 0.5%, XIAP antagonists -3.0%, K1F lysis inhibition 0.7%, Large T inhibition 21% and WT yeast gro inh mutant strain -20.
`COc1ccc([C@@H]2C[C@H](c3ccccc3)Oc3cc(OC)c(OC)c(OC)c32)cc1` gave West Nile virus CPE -0.1%, Dengue-2 NS5 capping -1%, Yfh1-depleted yeast inactive, RSV antiviral HEp-2 1.0%, K1F lysis inhibition 1.5% and Large T inhibition 18%.
Screening Fc1ccc2nc(N3CCOCC3)sc2c1 returned West Nile virus CPE 0.2%, WT yeast gro inh 5, Dengue-2 NS5 capping -6%, ER stress rescue -0.4%, Yfh1-depleted yeast inactive, RSV antiviral HEp-2 1.3%, XIAP antagonists -4.7%, K1F lysis inhibition 0.1%, Large T inhibition -1% and WT yeast gro inh mutant strain 14.
Screening O=S(=O)(c1ccccc1)N1CCNCC1 returned Dengue-2 NS5 capping 0%, RSV antiviral HEp-2 2.8%, K1F lysis inhibition 0.1% and Large T inhibition 8%.
For CCCc1nn2c(=O)cc(COc3cccc(NC(=O)c4ccco4)c3)nc2s1 the results were West Nile virus CPE -0.8%, Dengue-2 NS5 capping 10%, RSV antiviral HEp-2 1.4%, K1F lysis inhibition -0.2% and Large T inhibition 2%.
COc1cc(/C=C2/C(=O)ON=C2C)ccc1OCc1ccccc1F was read as West Nile virus CPE 0.5%, WT yeast gro inh 6, Dengue-2 NS5 capping inconclusive, ER stress rescue -1.3%, Yfh1-depleted yeast inactive, RSV antiviral HEp-2 0.3%, XIAP antagonists -2.9%, K1F lysis inhibition -0.3%, Large T inhibition 22% and WT yeast gro inh mutant strain 1.
Screening CSc1nc(Oc2ccc3ccccc3c2)c2sccc2n1 returned West Nile virus CPE 0.6%, WT yeast gro inh 37, Dengue-2 NS5 capping 2%, ER stress rescue -2.3%, Yfh1-depleted yeast inactive, RSV antiviral HEp-2 4.0%, XIAP antagonists -3.8%, K1F lysis inhibition -0.1%, Large T inhibition 1% and WT yeast gro inh mutant strain 20.
Screening Cc1c(C(=O)Nc2ccc(OC(F)(F)F)cc2)sc2nc3n(c(=O)c12)CCC3 returned West Nile virus CPE -0.5%, WT yeast gro inh -11, Dengue-2 NS5 capping -4%, ER stress rescue -0.9%, Yfh1-depleted yeast inactive, RSV antiviral HEp-2 2.8%, XIAP antagonists -5.1%, K1F lysis inhibition -0.1%, Large T inhibition 7% and WT yeast gro inh mutant strain -2.
